# Bioassay records from PubChem.
# USP2a inh: USP2a (human) protease inhibition; 0.1% of 60,000 active; AID 927; Potency, µM (doses to about 38.3 µM), inactives show at the top dose activity change, negative = inhibition, hits mostly inhibitors; USP2a enzymatic assay, qHTS inhibition; O75604;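 further: potency means the concentration at half of the fitted maximal effect; nearly all actives have a fitted effect of over 60% in size; plate controls were DMSO for no effect and NEM full inhibition control for full effect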
# Target sequence (O75604 whole entry, looked up): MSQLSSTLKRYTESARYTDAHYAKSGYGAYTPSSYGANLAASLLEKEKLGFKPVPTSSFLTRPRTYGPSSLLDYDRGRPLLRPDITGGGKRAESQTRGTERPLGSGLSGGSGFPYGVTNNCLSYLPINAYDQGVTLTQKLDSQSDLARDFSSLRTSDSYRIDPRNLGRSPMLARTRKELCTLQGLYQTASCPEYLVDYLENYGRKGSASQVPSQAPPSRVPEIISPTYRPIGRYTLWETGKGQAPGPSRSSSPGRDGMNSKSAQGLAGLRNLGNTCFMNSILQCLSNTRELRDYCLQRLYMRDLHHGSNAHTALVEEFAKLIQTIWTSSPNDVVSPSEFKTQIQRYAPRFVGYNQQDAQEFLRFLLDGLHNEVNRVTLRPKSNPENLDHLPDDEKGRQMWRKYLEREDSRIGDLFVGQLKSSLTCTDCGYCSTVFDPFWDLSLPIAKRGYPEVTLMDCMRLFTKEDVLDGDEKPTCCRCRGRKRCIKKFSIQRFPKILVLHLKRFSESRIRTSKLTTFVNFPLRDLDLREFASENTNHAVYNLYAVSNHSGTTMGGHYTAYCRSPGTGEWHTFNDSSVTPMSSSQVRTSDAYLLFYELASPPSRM
#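 Inhibition is measured in a cell-free coupled assay with 20 nM USP2 core, 20 nM Ub-PLA2 and 20 uM NBD C6-HPC, 2.5 h incubation. Activity normalized to NEM control.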
# HEK293 cAMP cs: counter-screen for TSHR agonists: cAMP increase in parental HEK293; Potency, µM (series often up to 57.1 µM), for the others: top-dose activation, most hits filed as activators; 2.5% of 73,000 active; parental HEK293 CNG cAMP sensor, membrane potential fluorescence; AID 938; further: potency means the concentration at half of the fitted maximal effect; % of control where 0% means no effect; nearly all actives have a fitted effect of over 55% in size
#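 Counterscreen for endogenous-receptor signalling: CNG-channel HEK 293 cells report cAMP rise by membrane depolarization. After 60 min dye equilibration with 100 uM RO 20-1724, compounds incubated 30 min before bottom-read fluorescence at 590 nm.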
# Rhodamine fluor: compound autofluorescence in rhodamine spectral region; AID 594; Rhodamine-region fluorescence, 547/598 nm, Tris buffer; stronger effect = higher value; max dye-equivalent concentration, M; 0.05% of 59,000 active; in the data active means max dye-equivalent concentration above about 11 nM; inconclusive means between about 1.1 nM and that limit
#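 Intensities are converted to rhodamine-equivalent concentration using a six-point rhodamine standard on each plate. Compounds sit 15 min at room temperature in 100 mM Tris buffer, pH 8.0; read uses the 547/598 nm excitation/emission pair.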
# Caspase-1 inhib: caspase-1 (human) inhibition, allosteric or competitive; Potency, µM (highest dose often 57.5 µM), without a hit: at the highest dose activity change, negative = inhibition, hits mostly inhibitors; AID 900; Caspase-1 enzyme, Ac-WEHD-AFC fluorogenic rate; P29466; 0.03% of 75,000 active;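 further: potency means the concentration at half of the fitted maximal effect; plate controls were vehicle for no effect and no substrate for full effect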
# Target sequence (P29466 120-297 limits assumed): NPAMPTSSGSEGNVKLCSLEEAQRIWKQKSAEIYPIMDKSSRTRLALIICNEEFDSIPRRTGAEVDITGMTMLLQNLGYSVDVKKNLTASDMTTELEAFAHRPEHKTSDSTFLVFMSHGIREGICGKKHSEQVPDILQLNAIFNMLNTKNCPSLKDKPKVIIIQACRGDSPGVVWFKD
# Target sequence (P29466 317-404 limits assumed): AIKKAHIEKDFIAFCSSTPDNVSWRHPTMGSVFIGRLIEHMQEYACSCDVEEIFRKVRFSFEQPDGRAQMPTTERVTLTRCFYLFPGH
# TexasRed autofl: Texas Red region autofluorescence; Compound fluorescence, Texas Red channel, 547/618 nm; stronger effect = higher value; max dye-equivalent concentration, M; AID 587; 0.06% of 59,000 active; in the data active means max dye-equivalent concentration above about 10 nM; inconclusive means between about 1.1 nM and that limit
#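 Fluorescence at ex 547/em 618 nm, normalized against an on-plate Texas Red standard series to give dye-equivalent concentration per compound concentration. Buffer 100 mM Tris, pH 8.0; 15 min RT incubation before CCD imaging.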
# Fluorescein fluor: compound fluoresces in the fluorescein spectral region. max fluorescein-equivalent concentration, M. Compound autofluorescence, 480/540 nm, fluorescein-equivalent; stronger effect = higher value. 0.91% of 59,000 active; in the data active means max fluorescein-equivalent concentration above about 10 nM; inconclusive means between about 1.1 nM and that limit
#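 Spectral profiling of library compounds in the fluorescein window (480 nm excitation, 540 nm emission) after 15 min at room temperature in pH 8.0 Tris (100 mM). Values are dye-equivalent concentrations.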
# BRCT PPI red: disrupts BRCA1 BRCT binding to phosphoprotein, red fluorophore readout; Potency, µM (highest dose often 76.9 µM), without a hit: at the highest dose activity change, negative = inhibition, hits mostly inhibitors; AID 892; BRCT-phosphopeptide binding, red fluorescence polarization; 0.03% of 75,000 active; P38398; further: on the % scale 0 is the no-effect control and ±100 the full control effect
#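 Fluorescence polarization: 100 nM His-tagged BRCA1 BRCT with 100 nM TAMRA-labelled phospho-BACH1 decapeptide, phosphate buffer pH 7.3 with 150 mM NaCl, DTT, 0.01% Tween 20; 12 min RT. Binding inhibition seen as FP decrease.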
# Caspase-7 inhib: blocks human caspase-7 allosterically or competitively; P55210; recombinant caspase-7, Ac-DEVD-AFC fluorescence rate; Potency, µM (top dose mostly 57.5 µM), inactives show at the top dose activity change, negative = inhibition, usual class: inhibitors; 0.02% of 75,000 active; active means well fitted inhibition curve with a large enough effect in the main read-out, with a control signal flat, not every such curve was filed as active; inconclusive means small, poorly fitted or top-dose-only effect, or a change in a side signal; further: potency means the concentration at half of the fitted maximal effect; % of control where 0% means no effect
# BRCT inh green: BRCA1 BRCT-phosphoprotein interaction inhibition | P38398 | Potency, µM (series often up to 76.9 µM), inactives show at the highest dose activity change, negative = inhibition, usual class: inhibitors | 0.05% of 75,000 active | AID 875 | BRCA1 BRCT-phosphopeptide binding, green fluorescence polarization;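 further: potency means the concentration at half of the fitted maximal effect; plate controls were peptide without protein for full effect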
#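 Fluorescence polarization: His-tagged BRCT (~35 kDa BRCA1 C-terminus, 250 nM) bound to 100 nM fluorescein-labeled phosphorylated 10-aa BACH1 peptide, pH 7.3 phosphate buffer with DTT and Tween 20. Compounds incubated 12 min at room temperature; inhibition read as lowered polarization.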
# A350 fluor: compounds fluorescent in Alexa 350 spectral region. Compound autofluorescence, 340/450 nm, Alexa 350 dye-equivalents; stronger effect = higher value. max dye-equivalent concentration, M. 11% of 59,000 active. AID 590; in the data active means max dye-equivalent concentration above about 10 nM; inconclusive means mostly about 1.1 nM to 9.6 nM
# 4-MU autofl: compound fluoresces in the 4-MU spectral region. compound autofluorescence, 340/450 nm, 4-MU equivalents; stronger effect = higher value. max dye-equivalent concentration, M. 11% of 59,000 active. AID 589; in the data active means max dye-equivalent concentration above about 10 nM; inconclusive means mostly about 1.1 nM to 9.6 nM
#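 Compounds in 100 mM Tris, pH 8.0, incubated 15 min at room temperature, then fluorescence read at 340 nm excitation/450 nm emission. Signal converted to 4-MU dye-equivalent concentration using an on-plate six-point 4-MU standard curve.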
# Starred values were filed as active, the others as inactive; i = inactive; ? = inconclusive; · = not tested or not shown; [ ] = another dose, or the depositor's remark. Unless noted, the call rests on the fitted dose curve; in most records, active means well fitted curve in the direction sought with a large enough effect; inconclusive means small, poorly fitted or top-dose-only effect, or another doubt; inactive means no such curve, though single readings can be large; an effect the other way counts as inactive or inconclusive. This is a subset, so the mix of outcomes need not match the whole.
SMILES,USP2a inh,HEK293 cAMP cs,Rhodamine fluor,Caspase-1 inhib,TexasRed autofl,Fluorescein fluor,BRCT PPI red,Caspase-7 inhib,BRCT inh green,A350 fluor,4-MU autofl
CCCOC(=O)C1=C(C)NC2=C(C(=O)CC(C)(C)C2)C1c1ccc(N(C)C)cc1 (stereo unspecified),25%,4%,·,-3%,·,·,0.4%,-4%,0.6%,·,·
CC(=O)N1CCC2(CC1)CN(c1ccccc1)C2,8%,11%,i,-5%,i,i,0.8%,-4%,-1.6%,i,i
COc1ccc(-c2cc(C(F)(F)F)nc(SCCC(=O)Nc3cc(C)on3)n2)cc1,5%,?,i,-2%,i,i,-0.1%,-6%,-2.4%,4.5e-08M*,3.7e-08M*
Cc1ccc(CNC(=O)C2c3ccccc3C(=O)N3CCc4ccccc4C23)o1 (stereo unspecified),12%,?,i,-2%,i,i,-0.3%,-1%,-0.8%,i,i
CC(=O)CCc1ccccc1,·,18%,·,-4%,·,·,0.9%,-5%,-1.6%,·,·
O=C(NCC1CCCO1)c1csc2c1CCCCC2 (stereo unspecified),-1%,-1%,i,3%,i,i,-1.7%,-1%,-0.8%,i,i
COc1ccc(C(C)(C)C)cc1NC(=O)COC(=O)c1cnc(C)cn1,12%,-2%,i,0%,i,i,1.3%,-2%,-0.3%,i,i
COc1cc(CNCc2ccc(OC)c(OC)c2OC)cc(OC)c1,-3%,27%,i,0%,i,i,-0.2%,0%,-1.1%,i,i
COc1ccc(C)cc1NC(=O)CN1CCN(S(=O)(=O)c2ccc(Br)cc2)CC1,·,19%,·,-3%,·,·,0.4%,-3%,7.5%,·,·
CC1(C)CC(=O)c2sc(NS(=O)(=O)Cc3ccccc3)nc2C1,6%,15%,i,0%,i,i,-1.1%,0%,0.5%,?,?
CCCOC(=O)c1ccc(Oc2c(-c3ccc(OCC)cc3O)n[nH]c2C)cc1,?,9%,i,-4%,i,i,4.0%,-5%,3.3%,i,i
Cc1onc(-c2ccccc2Cl)c1C(=O)Nc1c(C)n(C)n(-c2ccccc2)c1=O,1%,8%,·,1%,·,·,1.9%,-1%,-0.3%,·,·
CCOc1ccc(C(=O)NC2CCN(C(=O)NCc3ccccc3)CC2)cc1,-4%,-3%,i,3%,i,?,-0.9%,0%,-1.3%,i,i
CC(C)C(c1nnnn1Cc1ccc(F)cc1)N1CCN(C2CCCCC2)CC1 (stereo unspecified),·,-60%[inhibitor],i,-1%,i,i,1.0%,-1%,0.7%,i,i
Cc1cccc(NS(=O)(=O)c2cc(C(=O)OCC(=O)Nc3cc(C)on3)ccc2C)c1,30%,29%,i,-4%,i,i,-0.6%,-3%,0.6%,i,i
O=C(CC(NS(=O)(=O)c1ccc(Cl)cc1)c1ccco1)NCc1cccnc1 (stereo unspecified),-1%,11%,i,-1%,i,i,0.4%,0%,-0.2%,i,i
C(=C/c1ccccc1)/c1ccccc1,·,7%,·,-2%,·,·,0.1%,1%,-1.4%,·,·
O=C(CN1C(=O)c2ccccc2C1=O)Nc1ccccc1C(=O)N1CCCC1,0%,-8%,i,1%,i,i,1.1%,-1%,-1.9%,i,i
CCCC(=O)C1=C(O)C(C(=O)OC)C(C)(C)CC1=Nc1ccccc1 (stereo unspecified),5%,?,·,-2%,·,·,0.8%,-2%,-2.3%,·,·
c1ccc(C2CN3CCSC3=N2)cc1 (stereo unspecified),-14%,·,·,-1%,·,·,0.9%,2%,-0.9%[3.08 µM],·,·
CC(=O)c1ccc2c(c1)Nc1ccccc1S2,-2%,-17%,i,-7%,i,?,-1.5%,-7%,2.5%,i,i
CCn1c(=O)n(CC)c2cc(S(=O)(=O)N3CCC(c4ccccc4)CC3)ccc21,19%,?,i,-3%,i,?,1.7%,-1%,0.2%,i,i
Cc1ccc(S(=O)(=O)N(CC(O)CN2CCOCC2)c2cc(Cl)ccc2Cl)cc1 (stereo unspecified),·,·,i,·,i,i,·,·,·,i,i
CS(=O)(=O)N(CC(=O)N1CCCC1)c1cccc(Cl)c1,4%[7.66 µM],1%[11.4 µM],·,-4%,·,·,-0.4%,2%,3.0%,·,·
Cc1csc(NC(=O)C2CCCN2C(=O)Oc2ccccc2)n1 (stereo unspecified),10%,11%,i,2%,i,i,-0.2%,0%,-0.7%,i,i
COc1ccc(C(=O)Nc2nnc(Cc3cccs3)s2)cc1OC,30%,-17%,i,-4%,i,i,-1.3%,0%,-2.8%,i,i
CC1=Nn2c(nnc2-c2ccccn2)SC1,5%,?,i,0%,i,?,-0.5%,-2%,0.4%,i,i
CCc1cc2c(N3CCN(c4nnc(CC)s4)CC3)ncnc2s1,2%,19%,i,-2%,i,?,-1.9%,0%,2.1%,i,i
CCCCCn1c(S(=O)(=O)O)nc2ccccc21,-11%,18%,i,-1%,?,i,-1.3%,-1%,-4.4%,?,?
O=c1cc[nH]c2c(C(F)(F)F)cccc12,-1%,-1%,i,-1%,?,i,0.7%,0%,-2.8%,?,?

# Reprinted at random: two records from the list.
SMILES,USP2a inh,HEK293 cAMP cs,Rhodamine fluor,Caspase-1 inhib,TexasRed autofl,Fluorescein fluor,BRCT PPI red,Caspase-7 inhib,BRCT inh green,A350 fluor,4-MU autofl
COc1ccc(C(=O)Nc2nnc(Cc3cccs3)s2)cc1OC,30%,-17%,i,-4%,i,i,-1.3%,0%,-2.8%,i,i
O=C(CC(NS(=O)(=O)c1ccc(Cl)cc1)c1ccco1)NCc1cccnc1 (stereo unspecified),-1%,11%,i,-1%,i,i,0.4%,0%,-0.2%,i,i

# More results follow.
SMILES,USP2a inh,HEK293 cAMP cs,Rhodamine fluor,Caspase-1 inhib,TexasRed autofl,Fluorescein fluor,BRCT PPI red,Caspase-7 inhib,BRCT inh green,A350 fluor,4-MU autofl
CCOC(=O)c1sc2nc(SCC#N)n(CC3CCCO3)c(=O)c2c1C (stereo unspecified),5%,?,i,-5%,i,i,1.6%,-3%,0.1%,i,i
CCOc1ccc(-c2nnn(CC(=O)c3cc(OC)ccc3OC)n2)cc1,14%,26%,i,-2%,i,?,-2.8%,-1%,-2.2%,3.5e-07M*,3.7e-07M*
Cn1c(C(=O)NCCCN2CCN(c3ccc(F)cc3)CC2)cc2c(=O)n(C)c3ccccc3c21,·,2%,·,1%,·,·,0.7%,-1%,0.6%,·,·
CCn1c2ccccc2c2cc(/C=N/n3cnnc3)ccc21,?,0%,i,?,i,i,0.1%,-22%,-3.5%,3.1e-07M*,3.2e-07M*
O=C(CSc1nc2ccccc2nc1SCC(=O)N1CCCCC1)N1CCCCC1,·,17%,·,-1%,·,·,-0.9%,0%,1.3%,·,·
Cc1nn(C)cc1CNC(=O)c1ccc(Br)o1,·,·,i,·,i,i,·,·,·,i,i
O=C(CCN1CCc2ccccc21)c1ccc2c(c1)OCCO2,·,·,i,·,i,?,·,·,·,i,i
C=CCn1c(NCc2ccc(N(C)C)cc2)nc2ccccc21,-5%,-21%,i,0%,?,?,-0.4%,0%,-2.0%,i,i
C=CCn1c(=O)n(CCOC)c(=O)c2sc3ccccc3c21,·,3%,·,1%,·,·,-2.3%,0%,-0.1%,·,·
CN(c1ccc(OCC(=O)N2CCCCC2)cc1)S(=O)(=O)c1cccs1,-3%,1%,i,0%,i,i,-1.0%,0%,-1.7%,?,?
NC(=O)c1c(N)sc(=S)n1CC1CCCO1 (stereo unspecified),-2%,1%,i,-2%,i,?,-2.3%,0%,-2.1%,i,i
CCN(CCCNC(=O)CC(C(=O)N1CCc2ccccc21)n1ccnc1)c1ccccc1 (stereo unspecified),19%,-17%,i,-1%,i,i,0.4%,-1%,-1.0%,i,i
Cn1c2ccccc2c2cc(C(=O)OCC(=O)N3CC(=O)Nc4ccccc43)sc21,15%,13%,i,-7%,?,i,1.9%,-10%,9.1%,3.2e-08M*,3.3e-08M*
COc1cc(C(=O)OCC(=O)N(C)Cc2ccccc2)cc(OC)c1OC,-6%,-2%,i,0%,i,?,-1.5%,9%,-0.8%,i,i
CC(=O)Nc1ccc(N/C=C/C(=O)c2ccco2)cc1,-5%,-7%,i,-14%,?,?,-0.7%,-13%,2.7%,i,i
C/C(Cl)=C\Cn1c(N2CCCCCC2)nc2c1c(=O)n(C)c(=O)n2C,-5%,26%,i,-2%,i,i,-1.3%,-1%,-1.4%,?,?
COc1cc(C(=O)OC2CCN(C)CC2)cc(OC)c1OC,-6%,2%,i,0%,i,i,-0.4%,0%,-0.5%,i,i
CC(CC(=O)O)(CC(=O)O)c1ccccc1,·,3%[11.4 µM],i,-1%[11.5 µM],i,?,0.1%[15.4 µM],0%[11.5 µM],-2.0%[15.4 µM],i,i
CCc1ccc(C(=O)NC2CCCCC2)s1,·,?,·,-1%,·,·,1.4%,0%,-1.5%,·,·
c1cncc(-c2noc(-c3ccco3)n2)c1,2%,?,·,-3%,·,·,2.3%,-1%,-1.9%,·,·
OC(COc1cccc(OCC(O)CN2CCCC2)c1)CN1CCCC1 (stereo unspecified),9%[7.66 µM],-2%[11.4 µM],·,-2%,·,·,0.3%,0%,-1.1%,·,·
CC(C)N(CCc1ccncc1)C(=O)Nc1ccc(F)cc1,·,13%,·,-1%,·,·,-1.6%,1%,-1.4%,·,·
Cn1c(Cn2c(=O)sc3ccccc32)nnc1SCc1cccc(F)c1,·,0%,·,-3%,·,·,0.9%,0%,-0.4%,·,·
Cn1c(Cn2c(=O)sc3ccccc32)nnc1SCC(=O)NCc1ccc2c(c1)OCO2,·,-10%,·,-1%,·,·,-0.9%,-1%,0.7%,·,·
